GLP1R cytotox: qHTS of GLP-1 Receptor Inverse Agonists: Cytotox Screen. AID 624418, 2012. Potency, µM (highest dose often 38.3 µM), without a hit: top-dose activity change, negative = inhibition, most hits filed as inhibitors. HEK293 cAMP-luciferase reporter cells, luminescence, 24 h. 410,000 compounds, 0.13% hits;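 note: loss of luciferase light is scored as toxicity; potency is the fitted concentration of half-maximal effect; % is set by controls: 0 for no effect and ±100 for the full control effect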
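A 23 nL compound transfer followed 12 hours of cell culture at 37 deg C; exposure then lasted 24 hr. Luciferase assay detection reagent was dispensed and plates read for luminescence after a 12 min room-temperature wait.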
pAkt inh: HTS Assay for Inhibitors of Akt Phophorylation: Primary Screen | activity change, % for hits at 50 µM | 360,000 compounds, 0.32% hits | Neuro2A IGF-stimulated pAkt S473 HTRF, 20 min; stronger effect = lower value; in the data active = activity change below about -80%; inconclusive = mostly about -51% to -80%; note: % is set by controls: 0 for no effect and ±100 for the full control effect
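Neuro2A cells (4,500/well, DMEM with 0.5% FBS) were treated with compound at a single 50 µM final concentration, stimulated with 6 nM IGF for 20 min at 37 °C, and lysed. Phospho-Akt Ser473 was read by HTRF as 665/615 ratio ×10^4.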
GLP-1R inv ag: qHTS of GLP-1 Receptor Inverse Agonists (Inhibition Mode) | Potency, µM (series often up to 38.3 µM), without a hit: at the highest dose activity change, negative = inhibition, usual class: inhibitors | HEK293 GLP-1R CRE-luciferase, luminescence, 24 h; GLP-1R form is constitutively active | 410,000 compounds, 1.6% hits | AID 624417, 2012 | Glucagon-like peptide 1 receptor (Homo sapiens), P43220; note: potency is the fitted concentration of half-maximal effect; % is set by controls: 0 for no effect and ±100 for the full control effect; nearly all actives have a fitted effect of over 55% in size
Target sequence (P43220 whole entry, looked up): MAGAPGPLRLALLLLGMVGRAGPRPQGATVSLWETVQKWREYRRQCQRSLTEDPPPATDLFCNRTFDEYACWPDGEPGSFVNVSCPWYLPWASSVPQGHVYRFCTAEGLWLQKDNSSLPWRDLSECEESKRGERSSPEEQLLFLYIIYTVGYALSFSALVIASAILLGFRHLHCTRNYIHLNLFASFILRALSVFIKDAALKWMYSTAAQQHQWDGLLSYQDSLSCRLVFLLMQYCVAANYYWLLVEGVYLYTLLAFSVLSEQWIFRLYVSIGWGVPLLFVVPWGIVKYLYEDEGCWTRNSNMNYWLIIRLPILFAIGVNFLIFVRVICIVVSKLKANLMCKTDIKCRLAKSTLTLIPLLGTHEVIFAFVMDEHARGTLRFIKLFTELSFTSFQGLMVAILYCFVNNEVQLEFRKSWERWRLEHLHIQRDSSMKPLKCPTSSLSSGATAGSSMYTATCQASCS
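Inverse agonism was detected as reduced cAMP-driven luciferase luminescence after 24 h compound treatment. The cells were HEK293 clones expressing constitutively active human GLP-1R with the reporter. Reporter-only and GPR119 cell lines served as counterscreen controls.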
Abeta yeast res: qHTS for compounds that reverse cellular toxicity of Amyloid beta (A-beta) peptide in yeast: Primary Screen; yeast expressing A-beta42, growth rescue, OD600, 48 h; response scale: 0% DMSO, 100% iron-clioquinol control; Potency, µM (series often up to 46.1 µM), for the others: top-dose growth rescue, usual class: activators; 410,000 compounds, 0.063% hits; AID 1347071, 2019; note: potency is the fitted concentration of half-maximal effect; nearly all actives have a fitted effect of over 55% in size
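Growth rescue measured by 600 nm absorbance after 48 h yeast culture at 30 C with compound. Values normalized between DMSO and an equimolar ferric chloride plus clioquinol control.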
aSyn yeast inh: qHTS of alpha-syn Inhibitors. Yeast expressing alpha-synuclein, growth rescue, BacTiter-Glo, 24 h. Potency, µM (series often up to 46.1 µM), inactives show top-dose growth rescue (activation), usual class: activators. 370,000 compounds, 0.14% hits. AID 652106, 2013; note: potency is the fitted concentration of half-maximal effect; % of control where 0% means no effect; nearly all actives have a fitted effect of over 65% in size
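Readout is rescue of growth in alpha-synuclein-expressing yeast, so inhibitors of toxicity appear as activators. Growth after 24 hr at 30 deg C in galactose medium is quantified by luminescence.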
FUS suppressor: qHTS for Suppressors of FUS Proteinopathy: Primary screen using FUS-linked yeast assay; S. cerevisiae FUS-expressing, growth rescue, OD600, 24 h; Potency, µM (highest dose often 76.6 µM), inactives show at the highest dose growth rescue (activation), most hits filed as activators; 390,000 compounds, 0.24% hits; AID 1347120, 2019;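 note: potency is the fitted concentration of half-maximal effect; plate controls were DMSO vehicle for no effect and reference control for full effect; nearly all actives have a fitted effect of over 55% in size; some results filed as inactive show a strong effect at the top dose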
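Compound concentration series was pinned onto galactose-induced FUS-expressing yeast seeded at OD 0.005. Plates sat 24hr at 30C; absorbance at 600 nm gave growth. DMSO served as background control.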
TDP43 rescue: qHTS of TDP-43 Inhibitors; TDP-43 expressing yeast growth rescue, BacTiter-Glo, 24 h; Potency, µM (series often up to 46.1 µM), for the others: at the top dose growth rescue (activation), usual class: activators; 410,000 compounds, 1.8% hits; note: potency is the fitted concentration of half-maximal effect; % of control where 0% means no effect; nearly all actives have a fitted effect of over 50% in size
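Readout is BacTiter-Glo luminescence of cell growth, so inhibitors register as activators. TDP-43-expressing yeast at OD600=0.02 in galactose medium, after raffinose pregrowth to mid-log, were incubated with compound for 24 hr at 30 deg C.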
MmCpn inh: Inhibitors of TCP-1 ring complex (TRiC) of Methanococcus maripaludis (MmCpn): qHTS; Chaperonin Mm-Cpn (Methanococcus maripaludis); purified Mm-Cpn ATPase, ADP Transcreener TR-FRET; Potency, µM (highest dose often 76.9 µM), for the others: top-dose activity, negative = inhibition, most hits filed as inhibitors; 330,000 compounds, 0.031% hits; note: potency is the fitted concentration of half-maximal effect; % is set by controls: 0 for no effect and ±100 for the full control effect; nearly all actives have a fitted effect of over 80% in size
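Reaction buffer contained 30 mM Tris pH 7.4, 100 mM KCl, 5 mM MgCl2 and 1 mM DTT. Mm-CPN (25 nM final) hydrolysed 10 uM ATP over 30 min at 37°C; ADP was read by HTRF.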
PTHR1 agonist: qHTS for PTHR1 Agonists: Primary Screen; Parathyroid hormone/parathyroid hormone-related peptide receptor (Homo sapiens), Q03431; HEK293 GP2 PTHR1 cells, GloSensor cAMP luminescence, 1 h; Potency, µM (series often up to 115 µM), inactives show at the highest dose activation, actives largely listed as activators; 410,000 compounds, 0.075% hits; note: potency is the fitted concentration of half-maximal effect; nearly all actives have a fitted effect of over 55% in size; some results filed as inactive show a strong effect at the top dose; inactives centre near -15; many of its hits are not listed in these tables
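HEK-293-derived GP2 cells expressing PTHR1 and a GloSensor cAMP reporter, 3,000/well, plated overnight, given luciferin plus IBMX (each 0.5 mM as added) for 1 h at 37 °C, then compound for 1 h at 37 °C. Luminescence was read after 15 min at room temperature.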
Numbers without * were called inactive; i = inactive; ? = inconclusive; / = not tested or not shown; [ ] = remark or other dose. Unless noted, calls come from the whole dose curve; as a rule, active = well fitted curve in the direction sought with a large enough effect; inconclusive = small, poorly fitted or top-dose-only effect, or another doubt; inactive = no such curve, though single readings can be large; an effect the other way counts as inactive or inconclusive. A portion of the library; count on the stated rates, not on these rows.

Compound | PTHR1 agonist | GLP-1R inv ag | Abeta yeast res | GLP1R cytotox | FUS suppressor | MmCpn inh | aSyn yeast inh | pAkt inh | TDP43 rescue
O=C(C1COc2ccccc2O1)N1CCN(c2ccc(F)cc2)CC1 (configuration not stated) | 2%[57.5 µM] | -30% | 0% | -19% | 3% | 1% | 5% | i | ?
CC(Sc1nnc(NC2CCCCC2)s1)C(=O)N1CCOCC1 (configuration not stated) | 0% | -5% | 4% | 18% | 6% | 0% | -2% | i | -10%
CN(CC(=O)NCC1COc2ccccc2O1)S(=O)(=O)c1ccc(Cl)cc1 (configuration not stated) | -26% | ? | -11% | -1% | / | -3% | 5% | i | 14%
O=C(CC(c1ccc(F)cc1)c1ccco1)Nc1nccs1 (configuration not stated) | -11% | ? | 9% | 9% | 16% | 2% | 0% | i | ?
COc1ccccc1-c1coc2cc(OCC(=O)OCc3ccccc3)ccc2c1=O | -1% | 0% | -1% | 1% | 4% | -1% | 4% | i | 4%
CC(=O)Nc1cc(C)ns1 | 20% | 20% | -14% | 2% | / | / | -6% | i | -38%[inhibitor]
O=C(Nc1ccc2c(c1)CCC2)c1cccs1 | -35%[inhibitor] | ? | -18% | 8% | 13% | -1% | -44%[inhibitor] | i | -17%
O=C(NN=C1c2ccccc2-c2ccccc21)c1ccccc1 | -54%[inhibitor] | ? | -18% | ? | -10% | 1% | -4% | i | 17%
CC1CC(Nc2ccccc2)c2ccccc2N1C(=O)c1ccncc1 (configuration not stated) | -10% | ? | -5% | 17% | 5% | -1% | 0% | i | -1%[9.22 µM]
COC(=O)c1ccc(CNC(=O)CSc2nc3ccccc3[nH]2)cc1 | -8% | 3% | -11% | 2% | -5% | 0% | -4% | i | 2%
CCCc1cc(=O)oc2cc(OCC(=O)Nc3ccc4c(c3)OCCO4)ccc12 | -19%[57.5 µM] | 0% | 0% | 0% | 8% | -1% | -3% | i | 0%
COc1ccc(NC(=O)CN(C)C(=O)c2cccc(NS(=O)(=O)c3ccc(Br)cc3)c2)cc1 | -8% | ? | 3% | ? | ? | 1% | -5% | i | 17%
C[C@H]1CN([C@@H](C)CO)C(=O)c2cccc(NC(=O)C3CC3)c2O[C@H]1CN(C)Cc1ccncc1 | i | 5% | 2% | 6% | -4% | -1% | -7% | i | 12%
COC(=O)[C@@H]1OC(=O)[C@H]2O[C@@]23[C@@]1(C)CC[C@@H]1[C@@]2(C)C=CC(=O)OC(C)(C)[C@@H]2CC(=O)[C@]13C | i | 1% | -7% | 9% | -3% | 3% | 3% | i | 3%
Cc1ccc(NC(=O)CSc2nc3ccccc3c(=O)n2CCCC(=O)NCCCN2CCOCC2)cc1 | i | -8% | -8% | 5% | 14% | 5% | 1% | i | 16%
COc1ccc(C2=C(C)C(N3CCC(C(=O)Nc4ccccc4F)CC3)=NS2(=O)=O)cc1 | i | -5% | -4% | -14% | -4% | / | / | / | 23%
CS(=O)(=O)N(CC(=O)N1CCCCCC1)Cc1ccc(Cl)cc1 | 0% | -8% | -5% | -8% | 10% | 0% | 0% | i | 6%
O=C1COc2ccc(C(=O)COC(=O)c3ccco3)cc2N1 | i | 8% | 8% | 0% | -8% | 0% | -2% | i | -6%
CCOC(=O)Cn1c(-c2cccnc2)nc(-c2ccccc2)c1-c1ccccc1 | -8% | ? | -4% | -5% | 29% | -1% | 12% | i | -3%
Cc1nn2c(=O)cc(COC(=O)c3ccc(NC(=O)CCc4ccccc4)cc3)nc2s1 | -36%[inhibitor] | 3% | 7% | 7% | 16% | / | / | / | 27%
COc1ccc(Cl)cc1NC(=O)CS(=O)(=O)c1cccc2nsnc12 | i | 4% | -15% | 0% | 25% | ? | 22% | i | 11%
O=C(CC1CCCC1)Nc1cc(S(=O)(=O)N2CCOCC2)ccc1O | -53%[inhibitor] | 6% | 1% | -31% | 5% | 2% | -9% | i | -76%[inhibitor]
O=C(c1cccc([N+](=O)[O-])c1)N1CCCC(C(=O)N2CCN(c3ccccc3)CC2)C1 (configuration not stated) | i | -8% | 3% | 6% | / | 0% | 4% | i | 18%
CCCCCC(=O)N1C[C@H](O)[C@@H](n2cc(C3CC3)nn2)C[C@@H]1c1ccc(Cl)cc1 | -7% | -14% | 7% | 1% | 0% | / | ? | i | 8%
CC(C)c1ccc(NC(=S)NNC(=O)c2cccnc2)cc1 | -43%[inhibitor] | 8% | 20% | 1% | -35% | 0% | -2% | i | 28%
COc1cc(-c2cc(C(=O)N3CCN(c4ccccn4)CC3)c3ccccc3n2)cc(OC)c1OC | i | 0% | -2% | -18% | 17% | -1% | 0% | i | 16%
O=C(c1ccc(Br)cc1)N(C1=NCCCCS1)c1ccccc1 | -8%[57.5 µM] | 1% | 11% | -6% | -17% | -2% | 1% | / | -8%
C[C@@]12C(=O)Nc3cc(Cl)ccc3C(=O)N1[C@H]1c3cc(Br)ccc3OC[C@@H]1[C@@H]2c1ccccc1 | i | ? | 12% | 4% | 3% | -9% | -10% | i | 14%
O=C(NNc1ccc([N+](=O)[O-])cc1)c1ccccc1F | i | ? | -21% | ? | 28% | 2% | 1% | i | 0%
COc1cc(OC)c(NS(=O)(=O)c2ccc3c(c2)NC(=O)CCS3)cc1Cl | i | -27% | -8% | -7% | -9% | / | 7% | / | 7%
Cc1cccc(CNC(=O)c2ccccc2NC(=O)C2=CSCCO2)c1 | -20% | -10% | 6% | -7% | 3% | 0% | -4% | i | -10%
Cc1ccc(C(=O)NNC(=O)C2CCN(c3ncccn3)CC2)cc1 | i | 8% | -12% | -1% | 10% | -1% | 0% | i | -2%
CC1CCCCC12NC(=O)N(CC(=O)NCc1ccccc1Cl)C2=O (configuration not stated) | i | -6% | 0% | 13% | 0% | -1% | -1% | i | 13%
Cc1ccccc1CNC(=O)C(=O)NCC1CCCN1S(=O)(=O)c1cccs1 (configuration not stated) | -22% | 13% | -9% | 8% | 30% | -2% | -1% | i | 0%
Cc1cc(C)c2c(CN3CCN(Cc4ccccc4)CC3)cc(=O)oc2c1 | i | ? | 12% | -2% | -9% | 0% | 4% | i | 5%
COc1ccc(CN2CCN(CC(=O)Nc3ccccc3C(=O)NC3CC3)CC2)cc1F | -67%[inhibitor] | 14% | -12% | 8% | -5% | -1% | -4% | i | 2%
Cc1ccc(/C=C/C(=O)Nc2ccc(Oc3ccccc3)cc2)o1 | -36%[inhibitor] | ? | -16% | -28% | 11% | -6% | 9% | i | 1%
NC(=O)COC(=O)c1cccc(S(=O)(=O)N2CCN(c3ccc(F)cc3)CC2)c1 | -15% | 5% | 2% | 14% | 29% | 1% | 1% | i | 0%
COc1cccc(-c2nnc(NC(=O)c3ccco3)s2)c1 | -21% | 22% | -9% | -12% | -21% | -5% | -3% | i | 29%
CC1(c2ccccc2)NC(=O)N(CC(=O)Nc2ccccc2C(=O)NC2CC2)C1=O (configuration not stated) | 14% | -4% | -4% | -10% | -4% | 2% | 3% | i | -12%
COC(=O)c1ccccc1NC(=O)c1nn(-c2ccc(OC)cc2)c(=O)c2c1c1ccccc1n2C | -13% | 12% | -2% | -8% | -23% | / | / | / | 17%
CCCN(CCC)C1=N/C(=C\c2ccco2)C(=O)N1c1ccccc1 | i | ? | 10% | 96%[activator] | ? | 1% | 12% | i | -8%
Cc1cc(NC(=O)C(C)SCC(=O)N(C)CC(=O)Nc2ccc(Br)cc2C)no1 (configuration not stated) | -22% | -9% | -12% | -1% | / | 0% | -8% | i | 11%
CC(C)NC(=O)c1ccccc1NC(=O)Cc1ccc(Br)cc1 | -4% | -5%[0.307 µM] | 16% | 12%[0.307 µM] | ? | 0% | -10% | i | 10%
